High-throughput results from PubChem.
SENP8 block-1 – SENP8 protease inhibition | Q96LD8 | purified SENP8, Z-RLRGG-aminoluciferin cleavage, luminescence | inhibition, % at 10 µM | 330,000 tested, 1.2% active | AID 2540; in the data active = inhibition above about 50%
SENP7 block – SENP7 protease inhibition; recombinant SENP7, Z-RLRGG-aminoluciferin luminescence, 40 min; inhibition, % at 5 µM; 330,000 tested, 1.5% active; AID 434973;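 active = inhibition above about 50% at the single test dose, limit read from the data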;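 note: plate controls were DMSO with enzyme for no effect and no enzyme buffer wells for full effect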
SENP1 inh – blocks the human SENP1 SUMO protease catalytic domain | 360,000 tested, 0.21% active | recombinant SENP1 catalytic domain, CyPet-SUMO1-YPet FRET cleavage | AID 624204 | inhibition, % at 10 µM;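 active = inhibition at least 30% at 10 µM, raw YFP signal under a set limit, fluorescence ratio 0.5 to 1.5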;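 note: 0% = enzyme with DMSO and 100% = no enzyme wells; some results filed as inactive read as strong as hits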
Target sequence (Q9P0U3 419-644 limits assumed): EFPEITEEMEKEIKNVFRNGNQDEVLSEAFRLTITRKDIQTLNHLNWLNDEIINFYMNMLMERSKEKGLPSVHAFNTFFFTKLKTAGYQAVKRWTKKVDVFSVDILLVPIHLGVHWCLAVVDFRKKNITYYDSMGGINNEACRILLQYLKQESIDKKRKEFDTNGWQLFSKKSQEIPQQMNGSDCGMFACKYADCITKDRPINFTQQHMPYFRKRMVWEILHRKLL
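Material: hSENP1 catalytic domain, recombinant; medium: Tris pH 8 with BME, BSA, NP40 and catalase; compound: single concentration of 10 µM compound, 0.5% DMSO final; technique: FRET read of cyan and yellow fluorescence; timing: 50 min enzyme reaction, room temperature, light-protected; reagent: SFCypet-SUMO1-SFYpet substrate at 25 nM; control set: no-enzyme low, enzyme-DMSO high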
UBC13 inh – inhibitors of human UBC13 polyubiquitin chain formation | inhibition, % at 20 µM | 330,000 tested, 0.47% active | P61088 | TR-FRET; in the data active = inhibition above about 45%, passing the limit was not always enough
Target sequence (P61088 whole entry, looked up): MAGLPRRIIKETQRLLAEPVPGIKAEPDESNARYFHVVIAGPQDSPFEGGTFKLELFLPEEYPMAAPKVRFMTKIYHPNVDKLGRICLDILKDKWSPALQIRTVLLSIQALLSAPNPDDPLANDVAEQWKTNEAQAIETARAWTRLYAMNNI
A3G deaminase – blocks human APOBEC3G single-stranded DNA deamination; Q9HC16; recombinant A3G, ssDNA deamination FAM/TAMRA fluorescence; inhibition, % at 20 µM; 330,000 tested, 0.28% active; AID 493012;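 active = inhibition of at least 40% at 20 µM, with no more than 30% in the related APOBEC3A deaminase screen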;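 note: plate controls were DMSO wells with A3G for no effect and wells lacking A3G enzyme for full effect; some compounds called inactive have numbers as strong as hits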
SENP8 block-2 – inhibitors of human SENP8 protease. AID 602440. inhibition, % at 20 µM. 360,000 tested, 0.64% active. recombinant SENP8, Nedd8 substrate fluorescence; in the data active = inhibition mostly above about 40%, no sharp cut-off; inactive = mostly below about 27%
Apaf1 inhib – blocks human Apaf-1 apoptosome activity. AID 489030. 330,000 tested, 0.71% active. O14727. reconstituted apoptosome caspase-3 activity, DEVD-Rh110 fluorescence. inhibition, % at 20 µM; active = inhibition of at least 40% at 20 µM;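 note: plate controls were DMSO wells for no effect and DEVD-CHO caspase inhibitor wells for full effect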
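Material: reconstituted apoptosome with Apaf-1, cytochrome c, caspase-9, procaspase-3, dATP / Buffer or medium: pH 7.5 Hepes buffer with CHAPS, BSA, DTT / Also added: cytochrome c with DEVD-Rh110 / Schedule: compound with Apaf-1, dATP, procaspase-3 30 min, then 50 min reaction, room temperature / Technique: rhodamine 110 fluorescence at Ex 480/Em 540 nm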
SENP6 inh – blocks the human protease SENP6; Q9GZR1; Recombinant SENP6 catalytic domain, aminoluciferin luminescence; inhibition, % at 10 µM; 330,000 tested, 1.8% active; AID 2599;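 active = inhibition above about 50% at the single tested dose, limit read from the data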;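 note: plate controls were DMSO wells with enzyme for no effect and DMSO wells lacking enzyme for full effect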
Target sequence (Q9GZR1 628-1112 limits assumed): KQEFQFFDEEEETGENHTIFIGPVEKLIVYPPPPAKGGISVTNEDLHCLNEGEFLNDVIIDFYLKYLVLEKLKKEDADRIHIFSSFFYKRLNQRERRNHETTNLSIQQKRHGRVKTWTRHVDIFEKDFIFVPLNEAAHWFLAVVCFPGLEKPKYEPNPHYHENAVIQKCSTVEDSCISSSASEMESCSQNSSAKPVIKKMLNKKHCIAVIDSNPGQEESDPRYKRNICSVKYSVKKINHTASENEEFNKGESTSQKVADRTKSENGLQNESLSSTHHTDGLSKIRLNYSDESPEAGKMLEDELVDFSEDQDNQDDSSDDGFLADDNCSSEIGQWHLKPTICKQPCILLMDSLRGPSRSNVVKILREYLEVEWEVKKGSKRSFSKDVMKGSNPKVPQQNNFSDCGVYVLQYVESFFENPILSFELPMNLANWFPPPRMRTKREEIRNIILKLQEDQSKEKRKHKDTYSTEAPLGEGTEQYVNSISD
Numbers without * were called inactive; nt = not tested or not shown. The order is random. About 3.6% of those tested had a hit in this group.

A first look (3 entries):
SMILES	SENP8 block-1	SENP7 block	SENP1 inh	UBC13 inh	A3G deaminase	SENP8 block-2	Apaf1 inhib	SENP6 inh
O=[N+]([O-])c1ccc(N2CCN(C(=S)Nc3ccccc3)CC2)cc1	6.2	5.9	-9.8	-1.9	-1.2	4.1	-9.1	29.0
Clc1ccc(NC2(c3nnnn3C3CCCCC3)CCCCC2)cc1	-4.4	-2.6	-1.8	-3.7	-4.9	26.3	19.7	8.2
CC(C)c1ccc(N(CC(=O)NC2CCCCC2)C(=O)CNC(=O)c2ccco2)cc1	3.2	3.4	2.6	-3.2	8.8	9.5	11.0	10.0

Main list, repeating the preview:
SMILES	SENP8 block-1	SENP7 block	SENP1 inh	UBC13 inh	A3G deaminase	SENP8 block-2	Apaf1 inhib	SENP6 inh
O=[N+]([O-])c1ccc(N2CCN(C(=S)Nc3ccccc3)CC2)cc1	6.2	5.9	-9.8	-1.9	-1.2	4.1	-9.1	29.0
Clc1ccc(NC2(c3nnnn3C3CCCCC3)CCCCC2)cc1	-4.4	-2.6	-1.8	-3.7	-4.9	26.3	19.7	8.2
CC(C)c1ccc(N(CC(=O)NC2CCCCC2)C(=O)CNC(=O)c2ccco2)cc1	3.2	3.4	2.6	-3.2	8.8	9.5	11.0	10.0
OCCN(CCO)CC(O)COCCC12CC3CC(CC(C3)C1)C2 (configuration not stated)	-8.1	-11.1	2.7	12.7	-4.0	17.7	11.0	3.7
Cc1nn(-c2ccccc2)c2c1C(c1ccc([N+](=O)[O-])cc1)C(C#N)=C(N)O2 (configuration not stated)	8.5	10.1	3.3	1.2	-5.8	31.6	8.8	8.3
COc1ccc(C(C)=O)cc1COc1ccccc1[N+](=O)[O-]	-0.6	0.1	2.4	1.7	-7.6	9.0	5.0	-18.0
O=C(Nc1nc2ccccc2n1Cc1ccc(Cl)cc1)c1ccco1	2.3	-4.2	-0.9	2.4	31.1	-94.7	12.0	-26.9
Cc1noc(C)c1C(=O)N1CCOCC1	-1.5	2.4	0.2	1.8	-5.1	8.7	-8.3	-23.4
N#Cc1cc(Cl)c(NCC2CCCO2)cc1C#N (configuration not stated)	-10.0	-10.8	-1.5	-6.1	-3.7	-294.8	-0.1	-17.8
CCN(C(=O)CSc1nnc(COc2cccc(C)c2)o1)c1nc(C)cs1	-1.3	1.3	0.3	0.5	-13.3	-3.4	13.1	-15.9
Cc1c(NC2=C(Cl)C(=O)N(c3ccccc3Cl)C2=O)c(=O)n(-c2ccccc2)n1C	0.2	7.1	9.4	-12.5	7.6	36.0	21.1	1.4
CC(=O)Nc1ccccc1NC(=O)c1ccccc1	-1.3	5.5	4.6	-2.0	0.9	17.2	-1.4	-4.8
CN(Cc1ccon1)C(=O)c1ccc2nc(Cc3cccc(Cl)c3)oc2c1	-3.2	4.5	-0.1	-2.2	5.9	2.6	8.7	1.1
CC(C)(Oc1ccc(Cl)cc1)C(=O)N1CCC(C(N)=O)CC1	-3.7	12.7	4.8	-10.3	2.5	5.8	-4.8	24.1
CCCCOc1ccc(NC(=O)CSc2cccc3cccnc23)cc1	-3.8	5.7	-2.7	11.1	-5.1	-230.1	6.0	-20.2
CC(C(=O)OCC(=O)c1c(N)n(C)c(=O)n(C)c1=O)N1C(=O)c2ccccc2C1=O (configuration not stated)	3.9	0.3	0.0	4.0	-11.7	24.4	-13.0	-5.6
N#CCC(CNc1ncc(C(F)(F)F)cc1Cl)OC(=O)c1ccc(Cl)cc1 (configuration not stated)	-0.2	3.9	0.6	4.3	-1.8	6.6	22.8	-10.7
COc1ccc(C2c3[nH]c4ccccc4c3CCN2Cc2cccn2-c2ncccn2)cc1C (configuration not stated)	0.6	0.1	-44.6	2.3	-4.1	-143.4	8.3	0.0
Cc1cc(C)cc(NC(=O)c2cc(=O)c3ccccc3o2)c1	-3.3	-6.9	2.2	6.8	-0.4	13.9	-3.4	-13.4
COc1ccc(CCNC(=O)/C=C/C(=O)O)cc1	-6.0	14.2	1.7	6.0	6.3	14.6	4.7	-1.2
CCOC(=O)c1c(NC(=O)COC(=O)c2ccccn2)sc(C)c1C	-15.4	-14.1	-1.7	-5.2	-7.8	2.3	18.7	-15.0
Cc1ccc(C(=O)NCC(=O)N2CCC3(CC2)NCCc2[nH]cnc23)cc1C	-3.2	-2.3	-0.1	10.7	-2.8	17.0	1.9	9.2
O=C(O)c1cccc(N2C(=O)c3ccc(C(=O)c4cccc([N+](=O)[O-])c4)cc3C2=O)c1	1.6	6.9	1.7	0.4	-3.3	12.0	-14.7	0.5
O=C(COC(=O)/C=C/c1cnc2ccccc2n1)NCC(F)(F)F	-7.8	7.0	0.2	-3.7	1.3	6.8	-0.6	-10.7
Cc1cc(C)c(S(=O)(=O)N2CCN(S(=O)(=O)N3CCOCC3)CC2)c(C)c1	1.0	2.6	4.5	0.1	-13.0	15.9	7.3	-24.6
C=CCn1c(=O)c(C(=O)Nc2ccccc2O)c(O)c2ccccc21	-3.9	-1.3	-0.7	2.4	-5.0	-7.3	3.1	11.4
O=C(CCNC(=O)c1ccc(Br)cc1)Nc1ccc(S(=O)(=O)N2CCCCC2)cc1	-2.0	1.1	1.1	-2.1	-7.9	6.1	-3.7	3.4
CC(C(=O)O)n1nc(-c2ccccc2)c2ccccc21 (configuration not stated)	2.3	3.1	1.1	4.8	-5.8	0.3	-0.6	-4.7
COc1cc(CNc2ccc(CNc3ncn[nH]3)cc2)ccc1OCC(=O)NC(C)(C)C	-5.0	-1.1	2.3	-8.2	-6.8	14.6	5.4	-14.6
CS(=O)(=O)N1CCN(CC(=O)NC2CCCCC2)CC1	0.5	-0.3	0.8	5.2	0.1	11.0	-4.3	-13.8
O=C(NCCC1CCCCN1S(=O)(=O)c1ccccc1)C(=O)NCC1CCCO1 (configuration not stated)	-5.5	-5.7	2.2	0.1	-5.6	7.7	-2.8	-2.7
COc1ccc(N2CCN(S(=O)(=O)c3cccc(C(F)(F)F)c3)CC2)cc1	2.5	0.1	0.9	2.6	-6.0	13.9	-12.4	3.2
COc1ccc(OC)c(CCNC(=O)c2ccc(CS(=O)Cc3cccc(Cl)c3)o2)c1 (configuration not stated)	5.6	-2.9	1.2	-2.4	-0.3	12.3	5.1	-13.3
O=C(Nc1ccc2ccccc2n1)c1ccccc1Cl	89.0*	95.1*	-0.4	-4.6	-4.3	5.4	7.6	87.6*
COc1ccc(NS(=O)(=O)c2cc(NC(=O)c3nn(C)c(=O)c4ccccc34)ccc2OC)cc1	5.3	5.9	1.2	-5.0	0.0	17.0	0.6	19.1
CCCNC(=S)Nc1ccc(S(N)(=O)=O)cc1	4.7	-4.2	3.3	1.5	-8.7	4.7	-6.2	-20.1
Cc1cc(-c2nnc(CCC(=O)NCc3cc(F)cc(C(F)(F)F)c3)o2)no1	1.8	-2.4	-6.3	-1.8	0.6	4.1	2.8	-16.8
CC(C)N(C(=O)[C@H]1CC(CC(=O)NCc2cccc(C(F)(F)F)c2)C(=O)N2CCc3c([nH]c4ccccc34)[C@]12C)C(C)C (some centres not stated)	-2.1	-1.8	-2.9	6.2	-3.9	4.3	22.9	7.5
O=c1nc(Nc2ccc(Br)cc2)sc2ccc([N+](=O)[O-])cc12	3.2	-4.7	-2.3	-13.8	20.5	14.1	20.3	-14.0
CC(C)NCCOCCOc1ccc(Cl)cc1Br	1.5	0.8	3.4	4.2	-7.9	7.5	-12.1	-4.6
C[C@@H]1NC(=O)c2cc([N+](=O)[O-])cc(I)c2NCC[C@@H](C(N)=O)NC(=O)[C@H](CC(N)=O)NC1=O	0.3	2.6	-2.3	-14.7	7.8	22.7	1.8	-11.1
Cc1nc2ncnn2c(N2CCN(C(c3ccccc3)c3ccccc3)CC2)c1C	-0.8	1.9	3.0	8.6	-4.7	17.9	22.9	-4.7
Cc1ccc(Cn2cnc3ccccc32)cc1C	-3.9	-4.6	0.8	9.2	-0.2	11.9	-2.1	-1.5
N#Cc1ccc(CSc2nnc(NC(=O)C3CCCO3)s2)cc1 (configuration not stated)	-2.4	10.4	-0.2	4.6	-2.6	16.6	4.5	0.5
O=C(OCCCOC(=O)c1ccccc1O)c1ccccc1O	6.5	-3.2	nt	2.6	-7.9	nt	18.5	-0.3
CCOc1ccc(NC(=O)CSc2nc3[nH]ncc3c(=O)[nH]2)cc1	-11.7	6.2	-0.3	-6.3	-5.5	-71.7	-7.7	-11.8
CCC(=O)Nc1ccc(C(=O)OCC(=O)c2ccc(C)c([N+](=O)[O-])c2)cc1	1.7	3.2	2.2	1.9	-8.3	33.5	-10.6	5.7
CCc1cc(-c2n[nH]c(C)c2-c2nc3ccccc3n2C)c(O)c(CN2CCN(C)CC2)c1O	-1.4	-5.3	-5.1	18.7	-9.9	-6.3	-7.9	4.5
CCC1CCCCN1CCCNC(=O)CN1C(=O)c2cccnc2Oc2ccc(C)cc21 (configuration not stated)	2.1	-3.8	0.7	-7.1	6.2	31.5	13.3	-8.3
C=CCN(CC(=O)O)S(=O)(=O)c1ccccc1C(F)(F)F	5.7	-4.8	0.6	6.1	-4.7	18.4	-12.8	10.5
O=C(Oc1ccc(NC2=NS(=O)(=O)c3ccccc32)cc1)c1cccnc1	-8.5	-5.9	1.7	-3.2	-4.2	-1.4	-5.3	-16.0
O=C(Nc1nc2ccccc2n1Cc1ccccc1)c1ccc(COc2ccccc2[N+](=O)[O-])o1	-5.0	2.0	-0.7	-28.0	3.3	-84.2	-3.6	-3.4
COc1ccc(C(=O)NNC2=Nc3cccc4cccc2c34)cc1	2.1	5.5	-104.0	-18.8	2.2	-19.6	7.7	9.0
Cc1cnc(NC(=O)c2c(Cl)cnn2C)s1	-11.0	-1.3	0.1	-2.8	-8.8	-16.0	-4.5	-13.9
CCCCCCCCCCNC(=O)CCn1[nH]c(=O)c2ccccc2c1=O	-0.5	11.7	0.5	3.7	-2.7	-43.6	20.9	0.7
Cc1ccccc1C(=O)N1CCC(C(=O)N(C)CCOc2ccccc2)CC1	-6.7	1.8	1.4	-5.2	-7.1	5.3	26.7	-8.6
CCOC(=O)CN1C(=O)C(O)(CC(=O)c2ccccn2)c2ccccc21 (configuration not stated)	14.0	0.9	-2.5	2.8	-5.3	4.1	-7.0	2.4
CSc1cccc(NC(=O)CN(C2CCCCC2)S(C)(=O)=O)c1	-6.8	-8.0	-1.0	-8.3	-6.6	18.7	13.0	-7.7
COCCCn1c(C(=O)N2CC(C)OC(C)C2)cc2c(=O)n3ccccc3nc21 (configuration not stated)	-14.1	8.5	-70.0	11.2	-2.4	-390.1	7.9	-6.0
Nc1ccc(Oc2ccc(F)cc2)nc1	7.6	10.0	-14.4	-7.2	-6.2	-6.1	-22.9	8.4
Cc1cc2oc(C(=O)N(Cc3ccc(N(C)C)cc3)CC3CCCO3)c(C)c2cc1C (configuration not stated)	14.1	-3.7	2.3	-8.0	-0.3	10.9	31.5	-1.5
COc1ccc(NS(=O)(=O)c2ccc(S(=O)(=O)N3CCCC3)cc2)cc1	-2.1	2.1	1.1	4.1	-3.1	16.1	12.4	18.2

Shown with two lines to a compound: part of the list above
Every second line gives: SENP8 block-1	SENP7 block	SENP1 inh	UBC13 inh	A3G deaminase	SENP8 block-2	Apaf1 inhib	SENP6 inh
- C=CCN(CC(=O)O)S(=O)(=O)c1ccccc1C(F)(F)F
→ 5.7	-4.8	0.6	6.1	-4.7	18.4	-12.8	10.5
- Cc1cnc(NC(=O)c2c(Cl)cnn2C)s1
→ -11.0	-1.3	0.1	-2.8	-8.8	-16.0	-4.5	-13.9
